Bioassay records (PubChem)
RBX1-CUL1 inh – inhibitors of human ROC1-CUL1 ubiquitin ligase activity; 140,000 compounds, 0.6% hits; E3 ubiquitin-protein ligase RBX1 (Homo sapiens) + Cullin-1 (Homo sapiens), P62877+Q13616; inhibition, % at 10 µM; in vitro K48 di-Ub FRET, acceptor:donor ratio, 45 min; in the data active = inhibition above about 25%
Target sequence (P62877 whole entry, looked up): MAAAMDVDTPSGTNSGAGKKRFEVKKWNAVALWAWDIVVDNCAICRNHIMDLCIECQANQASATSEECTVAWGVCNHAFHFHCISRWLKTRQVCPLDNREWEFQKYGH
Target sequence (Q13616 whole entry, looked up): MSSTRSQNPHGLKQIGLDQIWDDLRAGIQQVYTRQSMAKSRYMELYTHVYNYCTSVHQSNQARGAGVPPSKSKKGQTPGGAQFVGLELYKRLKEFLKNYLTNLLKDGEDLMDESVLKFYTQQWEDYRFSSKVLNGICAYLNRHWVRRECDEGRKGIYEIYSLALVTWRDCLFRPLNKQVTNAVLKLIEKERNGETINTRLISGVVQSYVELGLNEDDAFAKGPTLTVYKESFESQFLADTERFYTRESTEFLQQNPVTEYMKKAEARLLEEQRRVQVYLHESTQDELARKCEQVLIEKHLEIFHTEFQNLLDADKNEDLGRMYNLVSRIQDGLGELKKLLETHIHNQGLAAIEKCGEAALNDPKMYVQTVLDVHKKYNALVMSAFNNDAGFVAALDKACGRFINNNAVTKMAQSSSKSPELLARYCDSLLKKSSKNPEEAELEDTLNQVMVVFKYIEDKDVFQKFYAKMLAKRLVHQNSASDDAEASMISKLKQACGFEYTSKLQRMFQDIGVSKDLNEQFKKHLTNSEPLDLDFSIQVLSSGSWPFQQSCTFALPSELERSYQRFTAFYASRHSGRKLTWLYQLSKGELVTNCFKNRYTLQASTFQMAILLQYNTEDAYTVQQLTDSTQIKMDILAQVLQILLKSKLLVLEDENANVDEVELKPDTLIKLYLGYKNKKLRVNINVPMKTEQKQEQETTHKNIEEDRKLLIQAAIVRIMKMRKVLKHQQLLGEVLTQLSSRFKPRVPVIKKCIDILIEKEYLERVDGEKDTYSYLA
An asterisk follows results filed as active. Some of the compounds tested, so the mix of outcomes need not match the whole.

A first look (2 entries):
RBX1-CUL1 inh	SMILES
-3.5	c1ccc2c(c1)-c1ccccc1C2n1ccnc1
13.4	CN(CC1COCCO1)C(=O)c1cc(COc2ccc3ncccc3c2)on1 (stereo not given)

The list itself, from the start:
RBX1-CUL1 inh	SMILES
-3.5	c1ccc2c(c1)-c1ccccc1C2n1ccnc1
13.4	CN(CC1COCCO1)C(=O)c1cc(COc2ccc3ncccc3c2)on1 (stereo not given)
10.6	CCN1CCN(c2cc(SC)nc(-c3ccc(OC)cc3)n2)CC1
-3.5	N#CC1C(=N)Oc2n[nH]c(-c3ccccc3)c2C1c1ccc(Br)c(F)c1 (stereo not given)
-9.1	Cc1c(NC(=S)NC(=O)COc2ccccc2)cccc1-c1nc2ncccc2o1
0.4	COc1ccc(Cl)cc1NC(=O)c1cc2c(s1)-c1ccccc1OC2
1.1	COc1ccc(OCCn2c(C3CC(=O)N(c4ccc(F)cc4)C3)nc3ccccc32)cc1 (stereo not given)
-12.3	CCOc1ccc(Nc2ncnc3scc(-c4ccc(OC)cc4)c23)cc1
8.7	COc1ccccc1Sc1ccccc1C#N
-6.3	COc1ccc(CC(=O)N2CCC(Nc3nc4ccccc4n3Cc3ccc(F)cc3)CC2)cc1
5.4	O=C(C1CC1(c1ccccc1)c1ccccc1)N1CCCCCC1 (stereo not given)
-1.1	Cc1ccc(C(=O)Nc2nnc(S(=O)(=O)N3CCc4ccccc43)s2)cc1
7.3	CC1=C(C#N)c2nc(N)c(C#N)c(C)c2/C1=C\c1ccc(OCc2ccccc2)cc1
-3.9	O=C1CC(c2ccccc2)CC(=O)C1Sc1ccc(Cl)cc1 (stereo not given)
6.7	CN(C)c1ncc(CNC2CC(=O)N(CCc3cccc(Cl)c3)C2)s1 (stereo not given)
11.6	Cc1ccccc1CNC(=O)Cc1ccc(Cl)cc1
3.0	O=C(CCc1n[nH]c2c1CCCC2)N1CCc2[nH]nc(C3CCC3)c2C1
0.7	Cn1c(=O)c2c(nc3n2CCCN3C2CCCCCCC2)n(C)c1=O
2.4	O=C(CCN1CCOCC1)NC1CCCN(CC2CCCCC2)C1 (stereo not given)
0.1	O=C(/C=C/c1ccc(F)c(F)c1)NCC1CCC2(CCN(Cc3ccccc3F)CC2)O1 (stereo not given)
77.6*	Cc1cc(/C=C2\C(=O)NC(=S)N(c3cccc(F)c3)C2=O)c(C)n1-c1cccnc1
-5.8	Cc1ccccc1CNC1CCCCC1
-4.0	N#Cc1cnn2c1N=C(Cc1ccccc1)CC2=O
5.8	CCC1CN(C(=O)c2ccc(F)cc2)Cc2ccc(Cl)cc2O1 (stereo not given)
6.8	CC(=O)c1ccc(NC(=O)C2CCCC2)cc1
17.0	COc1ccc(F)cc1S(=O)(=O)N1CCN(c2ccccc2F)CC1
-0.3	CC(C(=O)Nc1ccc(F)cc1)N1CCc2ccccc2C1 (stereo not given)
4.6	CCCc1c(C(=O)OCC)cnc2ncnn12
7.8	c1ccc(Oc2ncnc3sc4c(c23)CCCC4)cc1
6.2	CCOC(=O)C1C(c2ccccc2)=NC(=O)NC1c1cc(Cl)c(O)c(OC)c1 (stereo not given)
-5.2	Cc1ccc(Cn2c(=O)c3cccnc3n(CC(=O)Nc3cc(Cl)ccc3C)c2=O)cc1
10.0	CCN=C1SC(CC(=O)Nc2ccccc2OC(F)F)C(=O)N1CC (stereo not given)
-3.8	O=C(Cn1c(=O)n(Cc2ccco2)c(=O)c2cccnc21)Nc1ccccc1F
4.2	CN(C)C(=O)c1ccc(-c2cccc(-c3ccn(Cc4ccncc4)n3)c2)cc1
-0.8	CCOc1cc(C2CC(=O)NC3=NC(SCc4ccccc4)=NC(=O)C32)ccc1O (stereo not given)
-0.8	COc1cc(C(=O)Nc2ccc(NC(=O)c3ccc(F)cc3)cc2)cc(OC)c1OC
2.0	CCOc1ccc(C2c3c(oc4ccc(C)cc4c3=O)C(=O)N2c2nc(C)c(C)s2)cc1OC (stereo not given)
-1.0	O=C1Nc2ccccc2/C1=C/c1ccccn1
0.7	O=C1c2ccccc2N=CC1c1nnnn1-c1ccc(Cl)cc1 (stereo not given)
-2.3	COc1ccc2c(C)nc(SCc3cccc4ccccc34)nc2c1
-0.1	COC(=O)c1ccccc1NC(=O)C1=CC(c2ccc3c(c2)OCO3)=NS(=O)(=O)N1C
-2.0	CCOC(=O)c1ccccc1NC(=O)c1nn(C)c2c1COc1ccccc1-2
-2.5	Cc1ccccc1CCC1CCCN(C(=O)C2CCC2)C1 (stereo not given)
-2.3	COc1cc(CN2Cc3cc(C)ccc3OC(c3ccsc3)C2)ccc1O (stereo not given)
-2.4	CCC(C)(C)C1CCc2c(sc(NC(=O)c3ccc4c(c3)OCO4)c2C#N)C1 (stereo not given)
-0.8	CC(C)(c1ccc(O)cc1)c1ccc(O)c(C(C)(C)c2ccc(O)cc2)c1
3.4	COC(=O)c1ccc2c(c1)nc(N1CCC(C)CC1)n2Cc1ccccc1
-1.6	CC(=O)Nc1cc(C(=O)OCC(=O)c2cccs2)ccc1C
3.3	O=S(=O)(c1cnc(Cl)c(Br)c1)N1CCCCCC1
-2.3	O=C(Nc1ccc(-c2cscn2)cc1)C1CCCN(C(=O)c2cnsn2)C1 (stereo not given)

(listing goes on)
RBX1-CUL1 inh	SMILES
-7.6	O=c1c2ccccc2nc2ccc(SCc3ccccc3)nn12
-2.0	O=S1(=O)c2ccccc2N(Cc2ccccc2F)c2ccccc21
4.1	c1ccc2c(c1)OC(CCCN1CCCCC1)c1ccccc1S2 (stereo not given)
2.1	O=C1c2ccccc2C(=O)N1CCCCSc1nc2scc(-c3ccccc3)c2c(=O)n1-c1ccccc1
-4.8	CCOc1ccc(-c2csc(NC(=O)c3ccc(S(=O)(=O)N(CC)CC)cc3)n2)cc1
0.8	O=C(c1cccc(F)c1)N1CCN(S(=O)(=O)c2cccs2)CC1
8.2	COc1ccc(-c2nc3cc(NC(=O)COc4ccc(C)c(C)c4)ccc3o2)cc1
6.5	Fc1ccc(COc2ccc(Cl)cc2/C=N/Nc2nc(N3CCCC3)nc(N3CCCC3)n2)cc1
3.6	COc1cc(Cl)c(NC(=O)c2cc3ccccn3n2)c(OC)c1
-4.9	Cc1cc(C)c(Cn2c(=O)n(Cc3ccccc3)c(=O)c3c(C)c(C)sc32)c(C)c1
0.1	O=C(CCCCCN1C(=O)c2ccccc2C1=O)Nc1nccs1
2.5	COc1ccc(C2C(C(=O)Nc3cccnc3)C(C)=Nc3nc(SCc4ccccc4)nn32)cc1 (stereo not given)
11.1	O=C(CSc1oc(-c2ccc(F)cc2)nc1S(=O)(=O)c1ccccc1)c1ccc(Cl)cc1
-2.4	CC(NC(=O)C1CCN(S(=O)(=O)Cc2ccccc2)CC1)c1ccccc1 (stereo not given)
3.4	CN(C)S(=O)(=O)c1ccc2c(c1)c(=O)c(C(=O)N1CCN(c3cccc(Cl)c3)CC1)cn2C
-6.8	Cc1csc2nc(COc3ccc(NC(=O)C(C)C)cc3)cc(=O)n12
-7.3	CN(C)CCCOc1ccc2c(c1)Sc1ccccc1CC2=O
-2.0	Cc1ccc(NC(=O)c2cnc(Nc3nc4ccccc4o3)nc2C)cc1
1.4	COCCCNC(=O)C1CCN(C(=O)c2cnn(-c3ccccc3)c2-n2cccc2)CC1
-1.0	O=C(Nc1ccc(S(=O)(=O)N2CCc3ccccc32)cc1)C(F)(F)F

Reformatted as tab-separated lines: 5 of the compounds above
smiles	RBX1-CUL1 inh
O=C(CSc1oc(-c2ccc(F)cc2)nc1S(=O)(=O)c1ccccc1)c1ccc(Cl)cc1	11.1
CC(NC(=O)C1CCN(S(=O)(=O)Cc2ccccc2)CC1)c1ccccc1 (stereo not given)	-2.4
CN(C)S(=O)(=O)c1ccc2c(c1)c(=O)c(C(=O)N1CCN(c3cccc(Cl)c3)CC1)cn2C	3.4
Cc1csc2nc(COc3ccc(NC(=O)C(C)C)cc3)cc(=O)n12	-6.8
CN(C)CCCOc1ccc2c(c1)Sc1ccccc1CC2=O	-7.3

(continued)
RBX1-CUL1 inh	SMILES
-10.7	CCN1C(=O)CC(N2CCN(C3CC(=O)N(CC)C3=O)CC2)C1=O (stereo not given)
49.1*	CCOC(=O)c1c(-n2c(C)cc(/C=C3\C(=O)NC(=S)N(c4ccccc4)C3=O)c2C)sc2c1CCCC2
5.8	CN1CCN(c2ncccc2CNC(=O)C2CC=CCC2)CC1 (stereo not given)
-3.4	N#Cc1c(C(F)(F)F)cc(C2CC2)nc1SCc1cccc(F)c1
-8.9	CC1CNC(=O)CCN1C(=O)Nc1nnc(Cc2ccccc2)s1 (stereo not given)
-2.3	CCn1c(=O)c2sccc2n2c(CCCC(=O)Nc3ccc(C)cc3)nnc12
3.3	COCCC(=O)Nc1ccc2c(c1)CN(Cc1cn[nH]c1C1CCCCC1)CC2
10.9	CCC(Sc1nc2ccc(F)cc2[nH]1)C(=O)O (stereo not given)
-10.3	Cc1ccc(NC(=O)CN2C(=O)S/C(=C\c3ccccn3)C2=O)cc1
-5.3	CCOc1ccc(C(=O)c2cn(CC(=O)Nc3ccc(Cl)cc3)c3cc4c(cc3c2=O)OCO4)cc1

Reformatted with tabs: entries from further up.
smiles	RBX1-CUL1 inh
Cc1ccc(NC(=O)CN2C(=O)S/C(=C\c3ccccn3)C2=O)cc1	-10.3
CC1CNC(=O)CCN1C(=O)Nc1nnc(Cc2ccccc2)s1 (stereo not given)	-8.9
CCn1c(=O)c2sccc2n2c(CCCC(=O)Nc3ccc(C)cc3)nnc12	-2.3
CCC(Sc1nc2ccc(F)cc2[nH]1)C(=O)O (stereo not given)	10.9

Continued.
RBX1-CUL1 inh	SMILES
-18.6	CC(C)CC(=O)NCC1CC(Cc2ccc(F)cc2)=NO1 (stereo not given)
-1.4	CCN(CC1CCCN(CCc2cccc(OC)c2)C1)C(=O)CCSC (stereo not given)
-3.5	O=C1S/C(=C\c2ccc(Br)o2)C(=O)N1CCOc1ccccc1
-7.7	O=C(c1ccc2c(c1)N(Cc1ccccc1F)C(=O)c1ccccc1S2=O)N1CCOCC1 (stereo not given)
9.6	CCc1noc(C)c1C(=O)NC(CC)C12CC3CC(CC(C3)C1)C2 (stereo not given)
6.0	COc1ccc(CNC(=O)c2cc3cc(S(=O)(=O)N4CCCCC4)ccc3n2C)c(OC)c1
-5.6	CCn1c(SCC(=O)c2ccccc2)nc2ccccc2c1=O
2.3	CCCC(=O)Nc1cc(Cl)ccc1OC
-1.0	Clc1cccc(Cl)c1CNCC1CCCO1 (stereo not given)
17.6	CC(=O)N1CCC(Nc2nccc(-c3cnn(C)c3)n2)CC1
-1.6	CC(C)(C)C(=O)Nc1sc2c(c1C(=O)N1CCCCC1)CCCC2
-4.1	O=C(NCc1cccc(Cl)c1)c1cc2c(s1)-c1ccccc1OC2
-1.0	O=C(Cn1ncc2c3ccccc3n(Cc3ccccc3)c2c1=O)NCCCN1CCCCC1
3.9	CC(C)(C)c1cc(OC(=O)Cc2cccc3ccccc23)ccc1O
5.0	CCCCS(=O)(=O)N1CCCC(Cn2cc(CO)nn2)C1 (stereo not given)
4.5	CCCNC(=O)/C=C/c1ccc(C(C)C)cc1
-2.7	COc1cccc(CNC(=O)c2cccn2-c2nnc(N3CCCC3)s2)c1
-3.4	CCOC(=O)/C(C#N)=C/c1ccc(-c2ccccc2)o1
-8.9	COc1ccc(CC2(CCC(=O)N3CCCC(COc4cccc(C)c4)C3)CCC(=O)N2)c(F)c1 (stereo not given)
8.2	CCOC(=O)Nc1ccc(C)cn1
-5.2	COc1ccc(C(=O)NNC(=O)CCC(=O)Nc2cc(C)ccc2C)cc1Br
5.4	CC(NC(=O)OC1CCCC1)(C(F)(F)F)C(F)(F)F
1.3	O=C1NNC(c2ccccc2)=Nc2[nH]ncc21
4.4	CS(=O)(=O)N(CC(=O)Nc1ccc(Br)cc1)c1ccccc1Br
-3.4	CC(O)c1cccc(NC(=O)c2ccc(Br)cc2)c1 (stereo not given)
7.2	N#Cc1cc2c(nc1SCC(N)=O)CCCCC2
2.0	Cc1cccc(C(=O)OC(C(=O)c2ccccc2)c2ccccc2)c1 (stereo not given)
2.0	CCN(CC)c1ccc2cc(-c3nc(-c4ccccc4F)no3)c(=O)oc2c1
12.5	CCn1ncc(C(=O)Nc2sc3c(c2C(N)=O)CCC(C)C3)c1C (stereo not given)
-2.7	O=C(Oc1cc(=O)oc2ccccc12)c1ccccc1F
2.8	COc1cc(NC(=O)CSc2nc(-c3ccccc3)no2)cc(OC)c1
-5.5	CCOC(=O)C1C(C)=NC(SCC(N)=O)=C(C#N)C1c1ccncc1 (stereo not given)
11.0	O=C(Nc1cc([N+](=O)[O-])ccc1Cl)c1cc(C(=O)Nc2cc([N+](=O)[O-])ccc2Cl)cc([N+](=O)[O-])c1
6.4	CCOc1ccc(OCC)c(NC(=O)c2c(C)nn(-c3ccccc3)c2-n2cccc2)c1
2.2	COC(=O)c1ccc(NC(=O)c2c(NCc3ccc(C)o3)sc3c2CCCC3)cc1
-8.0	CCOC(=O)c1c(-c2ccc(C)cc2)csc1NC(=O)c1cc(=O)c2cc(C)cc(C)c2o1
5.1	COc1ccc(C(=O)/C(C#N)=N/Nc2ccccc2[N+](=O)[O-])cc1
-7.4	Cc1ccc(-n2nc(C(=O)N3CCN(c4ccccc4F)CC3)c(=O)n(C)c2=O)cc1
-0.7	O=C(Cc1cccs1)Nc1ccc(Br)cc1F
-1.6	CCCc1nnc2sc(-c3cccc(OC)c3)nn12
11.6	CCOC(=O)c1c(-c2ccc(C)c(C)c2)csc1NC(=O)CSc1nnc2sc3ccccc3n12
7.2	O=C1C2C3CCC(O3)C2C(=O)N1Cc1ccncc1 (stereo not given)
2.8	CC1=C(C(=O)NCc2nc(NCCCc3ccccc3)c3ccccc3n2)OCCO1
-10.3	O=C(c1cc(Br)cs1)N1CCN(c2ccccc2F)CC1
-8.0	CC(C)(C)C(C(Oc1ccc(Cl)cc1)n1cncn1)n1nnnc1C1(N2CCOCC2)CCCC1 (stereo not given)
7.4	COC(=O)c1csc([N+](=O)[O-])c1SCc1ccccc1
-4.9	COc1ccccc1C(=O)N1CCN(c2ccc(Cl)cc2)CC1
-7.6	CC(C)CC(NC(=O)Nc1ncn(C)n1)c1cccnc1 (stereo not given)
-3.4	COc1ccc(-c2cc(C(=O)Nc3c(C(=O)c4ccc(C)cc4)oc4ccccc34)no2)cc1
